TNAP inh noacc = human TNAP enzyme inhibitors, primary screen, biochemical, luminescent, no phosphate acceptor, uHTS | 200,000 compounds, 0.26% hits | purified TNAP, CDP-star luminescence, 30 min | inhibition, % at 20 µM;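 active means tissue-nonspecific alkaline phosphatase inhibition above about 50% at 20 µM in the single-dose screen, limit read from the data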;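 further: 0% = DMSO negative control and 100% = EDTA positive control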
bIAP inh = bovine intestinal alkaline phosphatase inhibitors, primary screen, selectivity assay for TNAP inhibitor project, biochemical, bovine IAP, CDP-star luminescence. 190,000 tested, under 10 active. purified bovine IAP, 30 min. inhibition, % at 20 µM. alkaline phosphatase, intestinal [Bos taurus];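 active means over 50% inhibition of intestinal alkaline phosphatase at 20 µM in the single-dose screen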
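Assay system: bovine IAP enzyme; medium: DEA buffer 100 mM, pH 9.8, with MgCl2 1.0 mM, ZnCl2 0.02 mM; doses: 20 µM single dose; incubation: enzyme reaction for 30 min at room temperature; detection: CDP-star luminescence signal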
TNAP inh hiacc = human TNAP enzyme inhibitors, primary screen, biochemical, luminescent, high phosphate acceptor level, uHTS | purified TNAP, CDP-star luminescence, 1 M DEA | AID 1135, 2008 | 200,000 compounds, 0.03% hits | Alkaline phosphatase, tissue-nonspecific isozyme (Homo sapiens), P05186 | inhibition, % at 20 µM;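 active means over 50% inhibition of tissue-nonspecific alkaline phosphatase at 20 µM in the single-dose screen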;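 further: plate controls were DMSO wells for no effect and EDTA-quenched wells as full inhibition for full effect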
bIAP activator = bovine intestinal alkaline phosphatase activators, primary screen, biochemical, bovine IAP, CDP-star luminescence; alkaline phosphatase, intestinal [Bos taurus]; purified bovine IAP, 30 min; active compounds read high; fold of DMSO-control signal, blank-subtracted; activation factor at 20 µM; 200,000 compounds, 0.17% hits; AID 1016, 2008;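 active means activation factor of 2 or more at 20 µM, a signal rise over negative controls twice the positive control's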
FLuc inhib CS = firefly luciferase enzyme inhibitors, primary screen, artefact control for luciferase-based inhibitor screens, biochemical, luminescence, ATPLite; 10 min; Luciferin 4-monooxygenase (Photinus pyralis), P08659; 200,000 compounds, 1.5% hits; inhibition, % at 10 µM;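 active means inhibition above about 50% when tested at 10 µM, limit read from the data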
Target sequence (P08659 whole entry, looked up): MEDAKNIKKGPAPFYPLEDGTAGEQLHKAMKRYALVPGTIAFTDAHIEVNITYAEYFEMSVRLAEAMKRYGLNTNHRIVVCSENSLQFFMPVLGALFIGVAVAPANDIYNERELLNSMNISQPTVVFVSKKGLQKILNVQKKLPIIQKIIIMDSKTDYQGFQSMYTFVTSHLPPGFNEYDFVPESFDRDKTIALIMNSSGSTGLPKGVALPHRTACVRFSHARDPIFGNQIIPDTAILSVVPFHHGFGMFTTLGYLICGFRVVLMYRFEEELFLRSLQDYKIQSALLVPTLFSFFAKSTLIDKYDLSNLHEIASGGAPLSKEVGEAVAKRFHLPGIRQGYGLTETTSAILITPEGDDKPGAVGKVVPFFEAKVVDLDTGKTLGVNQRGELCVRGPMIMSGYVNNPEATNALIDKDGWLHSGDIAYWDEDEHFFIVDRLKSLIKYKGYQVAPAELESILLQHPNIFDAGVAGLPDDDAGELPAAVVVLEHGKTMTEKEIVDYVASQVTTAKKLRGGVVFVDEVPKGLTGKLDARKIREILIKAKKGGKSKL
TNAP act hiacc = TNAP activators at high phosphate acceptor level, primary screen, biochemical, luminescence, uHTS; 200,000 tested, under 10 active; Alkaline phosphatase, tissue-nonspecific isozyme (Homo sapiens), P05186; purified TNAP, CDP-star luminescence, 1 M DEA, 30 min; active compounds read high; 0 = EDTA background, 1 = DMSO-only activity; activation factor at 20 µM;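 active means activation factor at least 2 at 20 µM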
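Assay system: human TNAP; Input: enzyme diluted 1/800 final; Reagent: CDP-star luminogenic substrate at 100 µM final; Timing: 30 min, room temperature; Signal: luminescence; Evaluation: TNAP activation factor scaled between EDTA and DMSO control wells.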
APP 5UTR inh = inhibitors of APP translation via 5'UTR reporter, primary screen, APP 5'UTR luciferase, SH-SY5Y cells. SH-SY5Y APP 5'UTR-luciferase reporter, luminescence. inhibition, % at 2 µM. 190,000 compounds, 0.82% hits;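 active means inhibition above a set limit, derived from the sample mean plus 3 SD, cut at about 45% in these data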; further: values of inactives mirror those of a sister screen read the other way
L major viab = Leishmania major promastigote growth inhibition, primary screen; 200,000 compounds, 9% hits; inhibition, % at 10 µM; Leishmania major promastigotes, resazurin fluorescence viability; in the data active means inhibition above about 50%;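 further: promastigotes grown with compound for 44 hours at 28 °C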
FLuc act counter = FLuc activators, initial screening, artefact control for FLuc-dependent activation tests, biochemical, ATPlite luminescence | ATPlite luciferase biochemical, 10 min; 0 = ATP-free wells, 1 = DMSO control | activation factor at 10 µM | 200,000 tested, under 10 active;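 active means luciferase activation factor, scaled between plate controls, of at least 2 with compound at 10 µM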
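Assay system – cell-free luciferase reagent · Medium – PBS-based ATP solution · Dosing – test compounds dosed from 2 mM stocks in 100% DMSO · Timing – 10 min, room temperature · Technique – light output (luminescence) · Measure – luminescence gain marking luciferase activators · Controls – No-ATP low control, compound-free enzyme-plus-ATP high control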
RAM network inh = inhibitors of the yeast RAM network, primary screen, dse1pr::URA3 reporter, 5-FOA selection; inhibition, % at 50 µM; S. cerevisiae dse1pr::URA3 reporter, 5-FOA growth OD615, 2 d; analog-sensitive cbk1-as2 kinase mutant strain; 190,000 compounds, 1.8% hits;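 active means inhibition above a set limit, 3 SD over mean compound inhibition, cut at about 8.4% in these data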;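 further: 0% = DMSO-only wells with no growth and 100% = 10 µM 1-NA-PP1 full growth; inhibition rescues growth on 5-FOA so higher OD means more RAM inhibition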
An asterisk follows results filed as active; . = not tested or not shown.

Every second line gives: L major viab	TNAP inh hiacc	bIAP inh	APP 5UTR inh	RAM network inh	FLuc inhib CS	bIAP activator	FLuc act counter	TNAP inh noacc	TNAP act hiacc
CCOc1cc(C2C(C#N)=C(N)OC3CCCC(=O)C32)ccc1OCCN1CCOCC1 (stereo not given)
    -6.5	-8.9	3.9	17.0	1.6	-8.5	1	1.1	-14.3	1.1
Cc1cc(NCc2ccc3c(c2)OCO3)n2nc(C)nc2n1
    -6.0	-3.9	5.0	13.2	0.9	0.2	0.9	1	-9.2	1
Cc1cc(C)c(C)c(C(=O)CSc2nnc(-c3ccc4[nH]c(C)c(C)c4c3)o2)c1C
    42.2	-3.9	2.4	-14.8	7.0	-7.4	1	1.1	-8.9	1
CCc1cccc(C)c1NC(=S)N(CCCN1CCN(C)CC1)Cc1cccs1
    22.3	-3.6	-0.7	-3.0	0.5	-0.5	1	1	-6.5	1
Cc1ccc(S(=O)(=O)NNC(=O)NC23CC4CC(CC(C4)C2)C3)cc1
    -0.9	0.9	-2.5	-11.4	-0.1	-0.8	1	1	-17.1	1
CCOc1ccc(OCCn2c(=S)[nH]c3c(N)ncnc32)cc1
    -7.2	3.0	26.4	0.1	1.2	7.0	0.7	0.9	15.0	1
CC(C)Cn1cnc2c(=O)oc3ccccc3c21
    3.0	0.0	6.4	2.6	-1.4	-3.9	0.9	1	-18.5	1
COCCCNC(=O)c1cc(C(=O)c2c(-c3c(Cl)cccc3Cl)noc2C)c[nH]1
    7.2	-3.4	-5.1	-1.7	3.5	-10.1	1.1	1.1	0.3	1
COc1cccc(/C=N/Nc2cc(-n3nc(C)cc3-c3ccccc3)ncn2)c1O
    67.1*	9.2	11.7	70.8*	8.2	-4.0	0.9	1	-80.4	0.9
COC(=O)[C@H](CCSC)NC(=O)NCCC1=CCCCC1
    2.3	-3.1	4.5	-7.7	1.1	-5.2	1	1.1	-7.7	1
O=C(c1cccc(F)c1)N1CCN(c2cc(N3CCCCC3)c(F)cc2[N+](=O)[O-])CC1
    18.1	9.0	34.4	-19.8	2.0	-6.0	0.7	1.1	7.1	0.9
COc1ccc(N=C2SC(C(=O)N3CCN(c4ccc([N+](=O)[O-])cc4)CC3)CC(=O)N2C)cc1 (stereo not given)
    51.8*	6.7	0.3	1.2	4.8	-5.2	1	1.1	3.0	0.9
COCCn1nnnc1C(C(C)C)N1CCCC(C)C1 (stereo not given)
    -5.7	-7.4	6.9	2.8	0.8	-8.0	0.9	1.1	-12.1	1.1
COc1ccc(CNC(=O)COC(=O)CCC2CCCCC2)cc1
    2.6	1.0	3.0	13.1	-0.1	-3.0	1	1	-11.8	1
CC(=O)c1cn(CC(=O)NCc2ccc3c(c2)OCO3)c2ccccc12
    4.8	0.0	33.9	-24.9	2.8	-0.8	0.7	1	-8.6	1
O=C(CCCSc1nc(-c2ccco2)cc(C(F)(F)F)n1)Nc1ccc2c(c1)OCO2
    25.8	-2.6	21.3	-11.4	-0.4	-1.5	0.8	1	-3.7	1
CCN(CC)C(=O)C(Sc1ccccc1)c1ccccc1 (stereo not given)
    7.4	-6.3	6.4	15.8	0.3	-6.9	0.9	1.1	-12.9	1.1
CC(=O)c1cccc(NC(=O)C(=O)Nc2cccc3ccccc23)c1
    -5.9	-4.8	-4.7	-70.0	5.9	-3.2	1	1	-5.6	1
O=C(CSc1nnc(-c2ccccc2O)o1)Oc1ccc(OCc2ccccc2)cc1
    -2.5	-7.4	9.4	-16.1	8.3	-6.7	0.9	1.1	-6.4	1.1
Brc1ccccc1Cn1c(-c2cscn2)nc2ccccc21
    29.1	-4.7	2.5	3.2	-0.9	-2.9	1	1	-8.6	1
O=C(NC1CCCCCC1)c1cc2n(n1)C(C(F)(F)F)CC(c1ccco1)N2 (stereo not given)
    8.6	-6.0	-5.9	-6.7	0.8	-8.1	1.1	1.1	-2.7	1.1
CN(C)S(=O)(=O)N1CCN(c2ccc([N+](=O)[O-])c(N3CCCCC3)c2)CC1
    5.5	15.9	7.4	6.5	5.1	-4.7	0.9	1	19.0	0.8
CS(=O)(=O)N1CCN(c2ccccc2NC(=S)NC(=O)c2ccccc2[N+](=O)[O-])CC1
    13.4	-0.6	-12.0	8.2	2.5	-3.4	1.1	1	-9.4	1
Cn1c(-c2cc3ccc(OC(=O)C(C)(C)C)cc3oc2=O)nc2ccccc21
    -7.7	-13.9	-3.6	-82.4	-0.5	-3.1	1	1	-8.0	1.1
Cc1cccc(NC(=O)N(Cc2nc3ccccc3c(=O)[nH]2)C2CCCC2)c1
    11.7	-3.7	-13.3	-9.1	0.0	-5.0	1.1	1.1	-8.0	1
Cn1c(=O)c2c(ncn2CC(=O)N/N=C/c2ccc(Br)s2)n(C)c1=O
    -2.5	-5.2	14.9	19.2	1.2	-6.0	0.9	1.1	-3.2	1.1
O=c1[nH]c2c(s1)C=Nc1ccccc1N2
    -5.2	-2.3	5.6	-16.3	-0.2	-8.5	0.9	1.1	-6.2	1
COc1ccc(-n2nc(C(=O)NCC(=O)N3CCN(Cc4ccc5c(c4)OCO5)CC3)c3ccccc3c2=O)cc1OC
    -3.6	-5.7	-3.9	11.6	0.5	-8.0	1	1.1	-12.0	1.1
COc1ccc(CCNC(=O)NC2CCCCC2)cc1
    -3.8	2.1	-11.9	-6.4	1.9	-2.4	1.1	1	-6.9	1
Cc1ccc(S(=O)(=O)c2cc(O)ccc2O)cc1C
    9.6	2.9	2.4	0.5	3.3	-5.8	1	1.1	-5.0	1
COc1ccc(C(=O)C2CCCN(C(=O)Cn3ccc(C)n3)C2)cc1OC (stereo not given)
    -8.2	-1.4	-6.5	5.8	-0.2	-3.6	1.1	1	-6.9	1
Brc1cccc(-c2nnc3sc(CN4CCC5(CC4)OCCO5)cn23)c1
    -10.4	-1.2	7.3	8.3	1.1	-4.9	0.9	1	-14.1	1
CCCN(CCC)C(=S)Nc1cc(C(=O)OC)ccc1C(=O)OC
    -4.6	-3.6	10.7	-6.2	-0.7	-6.3	0.9	1.1	-8.3	1
Cc1nc(C)c(C(=O)C2=C(O)C(=O)N(CCN(C)C)C2c2ccccc2)s1 (stereo not given)
    -5.7	-1.8	4.9	-13.2	1.4	-0.4	1	1	-5.9	1
COCc1cc(C)nc(OCC(=O)N/N=C/c2ccc(C)o2)c1C#N
    -0.3	-4.0	-21.9	16.1	-0.2	-2.2	1.2	1	-2.4	1
C=CCC1(N(C(C)=O)c2ccccc2)CCCCC1
    11.8	-4.7	-15.9	-8.5	1.3	-7.2	1.2	1.1	-4.1	1
COCc1c(Br)c(C)nc(OCC(=O)N/N=C/c2cc(C)n(-c3ccc([N+](=O)[O-])cc3)c2C)c1C#N
    -2.5	0.7	-3.6	14.8	1.2	-10.9	1	1.1	13.0	1
Cc1c(F)cccc1NS(=O)(=O)c1ccc(OCCNS(C)(=O)=O)cc1
    4.7	-1.8	-5.7	0.0	-0.8	-1.1	1.1	1	-0.2	1
O=C(COC(=O)CSc1nnc(-c2ccc(Cl)cc2)o1)Nc1cc(Cl)cc(Cl)c1
    -7.8	-0.7	-27.8	-8.5	2.4	15.6	1.3	0.8	-10.5	1
CC1(C)Cc2c(sc3nc4n(c(=N)c23)CCC4)CO1
    0.1	-3.5	5.8	-23.4	2.4	-6.2	0.9	1.1	-16.2	1

Next section, starting with the last two of the part before.
Every second line gives: L major viab	TNAP inh hiacc	bIAP inh	APP 5UTR inh	RAM network inh	FLuc inhib CS	bIAP activator	FLuc act counter	TNAP inh noacc	TNAP act hiacc
O=C(COC(=O)CSc1nnc(-c2ccc(Cl)cc2)o1)Nc1cc(Cl)cc(Cl)c1
    -7.8	-0.7	-27.8	-8.5	2.4	15.6	1.3	0.8	-10.5	1
CC1(C)Cc2c(sc3nc4n(c(=N)c23)CCC4)CO1
    0.1	-3.5	5.8	-23.4	2.4	-6.2	0.9	1.1	-16.2	1
CC(C)SCC(=O)Nc1ncc2c(n1)-c1ccccc1CC2
    13.3	-5.9	-6.2	-11.4	3.1	-5.8	1.1	1.1	-17.7	1.1
CCOC(=O)Cn1cc(C(=O)C2CC2)c2ccccc21
    0.7	-6.5	12.4	-8.2	0.4	-3.0	0.9	1	-18.0	1.1
CCCCCn1c2nc3ccccc3nc2c2c(=O)n(CC3CCCO3)c(C)nc21 (stereo not given)
    .	5.1	-5.5	.	.	-0.9	1.1	1	-4.0	0.9
CCc1ccc(NC(=O)c2noc(C(C)C)c2[N+](=O)[O-])cc1
    0.4	-4.7	12.0	-22.1	1.4	-4.6	0.9	1	1.9	1
CCN1CCN(c2nc(-c3ccccc3)nc3ccccc23)CC1
    16.0	2.2	-24.2	16.1	0.0	-5.6	1.2	1.1	5.2	1
Cc1cc(C)nc(SCc2nnc(SCC(=O)Nc3nccs3)n2C)n1
    1.4	-2.1	5.0	-6.6	0.4	-3.5	0.9	1	-6.7	1

Bioassay records deposited in PubChem by several laboratories.
